p97 inhibitor: human p97 ATPase inhibition; P55072; recombinant p97 ATPase, Kinase-Glo ATP luminescence, 3 h; inhibition, % at 8 µM; 220,000 tested, 0.42% active; in the data active = inhibition above about 15%;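 note: 0% = DMSO vehicle and 100% = wells lacking enzyme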
EBV gp42 inh: inhibitors of Epstein-Barr virus glycoprotein 42 | AID 1085 | Fluorescence polarization binding assay, mP read-out | Q1HVG2 | 220,000 tested, 0.42% active | inhibition, % (tested at 21.74 µM); in the data active = inhibition above about 50%
Target sequence (Q1HVG2 whole entry, looked up): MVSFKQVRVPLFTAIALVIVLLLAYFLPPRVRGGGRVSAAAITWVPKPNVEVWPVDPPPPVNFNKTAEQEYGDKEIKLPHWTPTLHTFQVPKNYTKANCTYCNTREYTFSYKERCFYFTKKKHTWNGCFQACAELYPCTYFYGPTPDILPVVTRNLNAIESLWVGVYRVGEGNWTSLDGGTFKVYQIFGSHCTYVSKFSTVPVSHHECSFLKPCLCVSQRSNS
RBBP9 inh: inhibitors of human serine hydrolase RBBP9; recombinant RBBP9, FP-Rh probe fluorescence polarization; inhibition, % at 7.94 µM; 220,000 tested, 0.2% active;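 active = inhibition above the campaign mean of all tested compounds plus 3 SD, cut at about 14% in these data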;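 note: plate controls were DMSO wells with RBBP9 for no effect and wells lacking RBBP9 protein for full effect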
Target sequence (O75884 whole entry, looked up): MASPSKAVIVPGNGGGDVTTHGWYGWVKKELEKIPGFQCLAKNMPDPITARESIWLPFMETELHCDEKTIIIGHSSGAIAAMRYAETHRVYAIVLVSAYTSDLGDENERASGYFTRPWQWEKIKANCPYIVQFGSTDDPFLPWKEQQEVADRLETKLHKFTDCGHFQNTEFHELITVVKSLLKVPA
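Assay system: recombinant human RBBP9; Reagent: Serine-hydrolase probe FP-Rh, 375 nM pre-mixing; Doses: 7.94 µM single dose, 0.794% DMSO; Incubation: 30 min then 45 min, 25 °C; Detection: fluorescence polarization (mP), excitation 525 nm, emission 598 nm; Evaluation: percent inhibition from mP, scaled between DMSO and no-protein wells.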
Runt-CBFb FRET: Runt domain-CBFb interaction inhibition; Q01196+Q13951; Cerulean-Runt/Venus-CBFb FRET ratio 530/480, 1 h; inhibition, % at 20 µM; 220,000 tested, 0.46% active;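 active = inhibition over about 50% at 20 µM in the single-dose screen, limit read from the data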;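 note: 0% = DMSO wells and 100% = excess unlabeled CBFb competitor control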
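Measured by: fluorescence energy transfer, 422 nm excitation, 530/480 nm emission; Assay system: Cerulean-Runt domain; Medium: Tris pH 7.5 buffer with BSA; Measure: loss of energy transfer signal; Controls: 5 µM unlabeled CBFb as full-inhibition high control; Incubation: protein complex preformed 1 h, compound exposure 1 h, room temperature, dark.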
Runt-SMMHC FRET: Runt domain-CBFb-SMMHC interaction inhibition | Q01196+Q13951 | Cerulean-Runt/Venus-CBFb-SMMHC FRET ratio 530/480, 1 h | inhibition, % at 20 µM | 220,000 tested, 0.74% active | AID 1434;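 active = mean inhibition across duplicate retests at 20 µM reaching about 50%, limit read from the data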;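 note: 0% = DMSO wells and 100% = wells with excess untagged CBFb-SMMHC; inhibitors lower the FRET ratio by blocking Runt binding to CBFb-SMMHC; some results filed as inactive read as strong as hits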
TbHK1 inh: blocks Trypanosoma brucei hexokinase 1 activity. 220,000 tested, 0.11% active. inhibition, % at 10 µM. recombinant TbHK1, G6PDH-coupled NADH A340;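 active = inhibition of 50% or more in the single-dose primary screen; inactive = inhibition below 50%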
NCF1 inh: p47phox (human) inhibition. p47phox/p22phox peptide binding, fluorescence polarization, 2 h. P14598. 220,000 tested, 0.53% active. AID 1274. inhibition, % at 24.7 µM;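 active = inhibition above about 30%, limit read from the data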;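 note: 0% = p47phox with labelled peptide and 100% = labelled peptide alone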
Target sequence (P14598 whole entry, looked up): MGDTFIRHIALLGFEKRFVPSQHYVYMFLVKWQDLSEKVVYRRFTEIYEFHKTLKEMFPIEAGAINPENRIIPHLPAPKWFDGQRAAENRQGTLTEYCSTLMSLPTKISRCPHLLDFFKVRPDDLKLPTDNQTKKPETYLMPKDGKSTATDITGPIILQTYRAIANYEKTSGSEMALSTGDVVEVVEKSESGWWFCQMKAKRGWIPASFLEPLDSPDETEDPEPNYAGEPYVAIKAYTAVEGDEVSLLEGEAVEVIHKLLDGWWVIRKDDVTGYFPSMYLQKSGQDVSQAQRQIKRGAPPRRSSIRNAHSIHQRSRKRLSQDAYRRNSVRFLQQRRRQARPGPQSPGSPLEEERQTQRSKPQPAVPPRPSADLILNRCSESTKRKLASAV
Furin inh: blocks human furin protease activity. 220,000 tested, 0.061% active. purified furin, fluorogenic substrate cleavage. inhibition, % at 30 µM. P09958; in the data active = inhibition above about 25%; note: inactives centre near -15
m-calpain inh: calpain II (pig) inhibition | AID 1236 | 220,000 tested, 0.37% active | purified calpain II, fluorogenic peptide substrate, 30 min | inhibition, % at 16 µM;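 active = inhibition above about 50%, limit read from the data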
The depositor's hits bear a star; / = no result given; [ ] = remark or other dose.

SMILES	p97 inhibitor	EBV gp42 inh	RBBP9 inh	Runt-CBFb FRET	Runt-SMMHC FRET	TbHK1 inh	NCF1 inh	Furin inh	m-calpain inh
Cn1c(=O)c2c(nc(N3CCN(c4ccccn4)CC3)n2Cc2ccccc2Cl)n(C)c1=O	1.0	-6.5	-1.4	-2.3	9.0	-7.6	-2.1	-6.3[20 µM]	-28.2
CCOC(=O)C1Cc2c([nH]c3ccccc23)C(C)N1 (stereo not drawn)	2.7	-10.8	3.9	-0.7	5.1	2.3	-18.0	-20.2[20 µM]	3.2
COC(=O)c1ccccc1NC(=O)CN(C)S(=O)(=O)c1ccc(OC)c(C)c1	-3.0	-12.1	-8.9	0.2	4.7	6.1	-6.1	-12.8[20 µM]	-11.2
COc1ccccc1C(=O)Nc1ccc(N2CCCCC2)cc1	-8.4	-24.9	-8.9	6.9	-0.8	-9.4	-12.1	-15.1[20 µM]	-1.3
O=c1c(CN2CCN(Cc3ccccc3)CC2)coc2ccc(Cl)cc12	3.9	2.0	-7.5	0.1	4.8	-5.8	3.3	-5.5[20 µM]	25.1
COc1cccc(SCc2noc(C(=O)NCc3ccccc3)c2C(=O)NCc2ccccc2)c1	/	-12.5	/	0.2	-1.7	-19.4	-7.2	-34.8	-6.2
O=C(Nc1cccc(C(=O)O)c1)/C(=C/c1ccc([N+](=O)[O-])cc1)NC(=O)c1ccccc1	8.9	-2.0	0.2	-2.2	0.5	-17.9	-2.2	-17.3	-33.2
COC(=O)c1ccc(/C=N/NC(=O)CNc2cccc(C)c2)cc1	0.9	-0.9	-10.8	-0.3	-0.5	-2.0	0.8	-22.7	-15.2
O=C(C1=C[C@H](c2ccc(C(F)(F)F)cc2)C[C@H](OCCCCO)O1)N1CCN(Cc2ccccc2)CC1	1.7	-4.2	-3.8	-0.1	-9.8	-11.2	/	-31.8	-22.9
CCc1ccc2[nH]c(=O)c(C(c3nnnn3CC3CCCO3)N3CCN4CCCC4C3)cc2c1 (stereo not drawn)	12.5	-23.0	0.6	1.0	-4.0	-15.5	-17.7	-20.7[20 µM]	-102.8
COC(=O)Nc1ccc(S(=O)(=O)N2CCC(Cc3ccccc3)CC2)cc1	-1.5	-28.6	-1.1	-4.1	0.0	-3.7	-12.4	-11.2[20 µM]	28.6
Cc1ccc(NC2CC(C)NC(=S)N2)cc1 (stereo not drawn)	3.7	-12.5	5.5	-1.9	2.3	-8.9	-19.4	-21.6	-1.3
CCOCCn1cnc2sc(C(=O)Nc3nc(C)c(C(=O)OCC)s3)c(C)c2c1=O	2.7	/	-0.9	0.2	-6.3	-20.3	/	-32.9[20 µM]	/
CCc1nnc(NC(=O)c2ccc(-c3cccc(C(F)(F)F)c3)o2)s1	1.7	-20.6	-4.7	6.5	9.2	-16.9	-7.6	-10.3[20 µM]	-41.5
COc1ccc(/C=N/NC(=O)c2cccc(NC(=O)c3ccc(F)cc3)c2)c(C(=O)O)c1OC	6.1	-3.7	-15.9	-0.3	1.2	-20.2	-5.5	-14.0	-47.4
COc1ccc(CCNC(=O)C2CC(=O)N(c3ccc(C(C)(C)C)cc3)C2)cc1OC (stereo not drawn)	-0.4	-12.9	6.1	-0.8	2.6	-8.4	-0.8	-15.4	38.1
O=C(NCc1ccco1)C(c1ccccc1)N(C(=O)Cc1cccs1)c1cccnc1 (stereo not drawn)	0.8	1.0	0.2	-0.7	-1.8	0.5	2.2	-14.9	-19.1
CC(C)CC1=NN(C(=O)c2ccco2)C(O)(C(F)(F)F)C1 (stereo not drawn)	-1.4	-12.4	0.9	-0.1	-0.7	-4.5	/	-24.7	9.7
Cc1ccc(NC(=O)c2nccnc2C(=O)O)cc1C	2.1	-9.0	8.9	0.0	-1.0	-2.2	6.7	-18.4	-33.7
O=C(c1ccccc1)C1CN(Cc2ccccc2)CCC1(O)c1ccccc1 (stereo not drawn)	-5.2	-1.3	-0.2	-0.5	2.8	5.7	8.6	-13.0	44.9
CN1C(=O)/C(=N/OC(=O)c2ccccc2)c2ccccc21	0.3	-21.8	-6.2	0.1	-5.5	-9.3	-13.6	-22.3[20 µM]	-13.8
CCC(=O)Nc1c(C#N)c2nc3ccccc3nc2n1-c1ccccc1C	1.8	-5.1	-9.9	-4.7	-4.5	-14.7	-9.1	-26.5	-418.9
O=C(N/N=C/c1ccccc1Cl)c1nc2ccc([N+](=O)[O-])cc2c(=O)[nH]1	0.2	96.7*	1.9	-4.2	-4.8	3.1	-30.3	-20.0	-81.2
CC(=O)Nc1ccc(OC(=O)c2cccnc2)cc1	1.7	-0.3	-1.1	0.3	2.1	-3.1	2.7	-28.9[20 µM]	21.9
CC1CCCCC1NC(=O)c1ccc(S(=O)(=O)NCc2ccco2)cc1 (stereo not drawn)	1.3	-24.9	17.8*	-5.5	-7.0	-0.1	-7.3	-14.1[20 µM]	-4.5
CCN(CC)CCNC(=O)Cn1cnc2sc(C)c(S(=O)(=O)N3CCN(c4ncccn4)CC3)c2c1=O	-2.2	2.2	-8.8	-0.5	1.9	-0.7	0.5	-19.5	-25.4
COc1ccc(OCC(=O)N2CCN(C(=O)c3cccs3)CC2)cc1	-1.4	-0.6	-7.2	1.8	-4.7	4.2	-4.3	-20.2[20 µM]	0.0
O=S(=O)(NCc1c(Cl)cccc1Oc1ccccc1)c1ccc(F)cc1	0.7	-12.4	-6.3	-0.7	-7.3	-3.3	-10.2	5.5	36.0
CCOC(=O)C1(Cc2cccc(OC)c2)CCN(CC=C(C)C)CC1	1.4	-8.6	-7.6	-1.0	3.4	9.2	-9.8	-26.7	-32.9
CCC(=O)N1CCN=C1SCc1ccc(Cl)cc1	1.8	-2.2	-0.8	-0.6	0.6	5.2	-7.8	-19.0[20 µM]	5.5
CC(C)CN(C(=O)COC(=O)C12CC3CC(CC(O)(C3)C1)C2)C1CCS(=O)(=O)C1 (stereo not drawn)	-4.7	-6.9	-5.9	-2.0	-0.2	-9.4	-11.5	-12.1	-15.3
CCCCC(=O)Nc1cc(OC)c(NC(=S)NC)cc1OC	1.3	3.4	4.0	1.1	0.8	-2.4	-5.6	-18.4	3.4
Cc1noc(C)c1CSCC(=O)OCc1nc2ccccc2c(=O)n1CC#N	1.6	-14.8	-10.4	0.8	3.6	-0.7	-20.1	-17.1	-59.6
CC1=C(C(N)=O)C(c2cccs2)n2nc(-c3cccc(Cl)c3)nc2N1 (stereo not drawn)	4.5	-10.0	8.5	2.4	-3.8	-5.4	-1.8	11.1	13.3
O=C(NCc1ccco1)C(=O)NCc1ccccc1Cl	3.6	-15.8	-8.9	1.0	-4.4	0.2	-11.0	-32.0	28.3
CCCCC(=O)Nc1ccc(NC(=O)c2cccnc2)cn1	-7.1	3.8	-11.2	-0.7	-0.2	7.7	-16.6	0.6	-2.5
COc1cccc(C(=O)NC(=O)Nc2cc(C)[nH]n2)c1	6.7	-8.0	6.3	-0.2	1.5	-5.2	-11.3	-34.2	-5.4
CN(C(=O)COC(=O)c1n[nH]c2ccccc12)C1CCS(=O)(=O)C1 (stereo not drawn)	1.6	-5.8	-5.4	0.1	-1.1	-2.4	7.2	-23.4	1.1
CCOc1c2ccc(C(=O)NCc3ccco3)cc2nn1CC	10.2	-14.9	-7.5	2.7	-1.5	-3.6	-2.7	-15.9[20 µM]	-308.8
O=C(O)c1ccc(NC(=O)c2cn(-c3ccccc3)nc2-c2ccc(Br)cc2)cc1	-1.7	9.6	-13.4	-6.5	-2.8	-0.4	-17.3	-30.5	-25.2

Among those listed so far, these have a nitro group on carbon.
SMILES	p97 inhibitor	EBV gp42 inh	RBBP9 inh	Runt-CBFb FRET	Runt-SMMHC FRET	TbHK1 inh	NCF1 inh	Furin inh	m-calpain inh
O=C(Nc1cccc(C(=O)O)c1)/C(=C/c1ccc([N+](=O)[O-])cc1)NC(=O)c1ccccc1	8.9	-2.0	0.2	-2.2	0.5	-17.9	-2.2	-17.3	-33.2
O=C(N/N=C/c1ccccc1Cl)c1nc2ccc([N+](=O)[O-])cc2c(=O)[nH]1	0.2	96.7*	1.9	-4.2	-4.8	3.1	-30.3	-20.0	-81.2

(next part)
SMILES	p97 inhibitor	EBV gp42 inh	RBBP9 inh	Runt-CBFb FRET	Runt-SMMHC FRET	TbHK1 inh	NCF1 inh	Furin inh	m-calpain inh
COC(=O)c1c(NC(=O)CC2Nc3ccccc3NC2=O)sc(C)c1C (stereo not drawn)	4.3	-7.7	-4.2	-4.9	-52.1	-6.3	-5.4	-21.6[20 µM]	-3.3
COCCCN1C(=O)C(O)=C(C(=O)c2ccco2)C1c1ccc(Br)cc1 (stereo not drawn)	3.5	/	2.5	-1.0	-0.8	-13.4	/	-12.5[20 µM]	/
COc1ccc(N2C(=O)[C@@H]3[C@H](C2=O)[C@H]2c4ccccc4C=CN2[C@@H]3C(C)=O)cc1	6.8	53.9*	-4.7	-11.5	-35.5	-8.4	-7.1	-20.4	-19.9
O=C(Cc1cccs1)NCc1cccc(CNC(=O)Cc2cccs2)c1	4.9	-18.0	1.8	1.4	-5.6	1.0	-0.6	-27.9	-7.9
COc1ccccc1N=C1SC(C(=O)Nc2cccc(Cl)c2Cl)C(N)=C1C(N)=O (stereo not drawn)	5.7	-7.5	-3.4	-2.1	0.8	-47.4	-7.3	-4.5	-53.1
CCOC(=O)N1CCC(NC(=O)c2cnc3n(c2=O)CCS3)CC1	8.2	-7.5	-2.5	0.8	-5.3	-6.5	-0.8	-25.3	14.0
CCN(CC)S(=O)(=O)c1ccc(C)c(NC(=S)NC2CCCCC2)c1	3.3	-3.6	-6.3	-0.5	4.9	-2.8	-12.2	-22.1	16.0
CCOC(=O)c1sc(=NC(=O)c2ccc(OC(C)C)cc2)n(C)c1C	-2.9	-6.9	-4.3	0.8	1.6	-17.4	-1.0	-22.7	-105.9
CCN(CC)C(=O)C[n+]1ccc(C(N)=O)cc1	0.9	-12.3	-0.8	-1.1	3.2	-2.2	-6.5	-24.1	-0.8
CCOc1ccc(NC(=O)CN2CCN(CC(=O)Nc3ccc(F)c(F)c3)CC2)cc1	-4.0	-2.3	-5.6	-3.0	-4.0	3.9	-3.2	-20.9[20 µM]	-16.7
COc1ccc(-c2c([C@H]3[C@H]4C=CC[C@@H](C)[C@@H]4C(=O)N3Cc3ccccc3)ccc3ccccc23)cc1	/	-9.5	/	-0.3	-0.8	-9.9	2.9	-17.8	-30.2

Reformatted as a markdown table: part of the list above.
| structure | p97 inhibitor | EBV gp42 inh | RBBP9 inh | Runt-CBFb FRET | Runt-SMMHC FRET | TbHK1 inh | NCF1 inh | Furin inh | m-calpain inh |
| --- | --- | --- | --- | --- | --- | --- | --- | --- | --- |
| O=C(NCc1ccco1)C(=O)NCc1ccccc1Cl | 3.6 | -15.8 | -8.9 | 1.0 | -4.4 | 0.2 | -11.0 | -32.0 | 28.3 |
| CCCCC(=O)Nc1ccc(NC(=O)c2cccnc2)cn1 | -7.1 | 3.8 | -11.2 | -0.7 | -0.2 | 7.7 | -16.6 | 0.6 | -2.5 |
| COc1cccc(C(=O)NC(=O)Nc2cc(C)[nH]n2)c1 | 6.7 | -8.0 | 6.3 | -0.2 | 1.5 | -5.2 | -11.3 | -34.2 | -5.4 |
| CN(C(=O)COC(=O)c1n[nH]c2ccccc12)C1CCS(=O)(=O)C1 (stereo not drawn) | 1.6 | -5.8 | -5.4 | 0.1 | -1.1 | -2.4 | 7.2 | -23.4 | 1.1 |
